mIAP activ = mouse IAP activation; muIAP, CDP-Star luminescence, 30 min; active compounds read high; 1 = vehicle-only enzyme signal, 0 = enzyme-free wells; activation factor at 10 µM; hit rate 0.24% among 330,000; AID 2805;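 active means activation factor of at least 2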; further: the source names both 10 and 20 µM as test concentration; values of inactives mirror those of a sister screen read the other way
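System: mouse IAP enzyme. Reagent: CDP-Star chemiluminescent phosphatase substrate. Benchmarks: DMSO wells, no-enzyme wells. Times: 30 min enzyme-substrate-compound incubation at room temperature. Detection: luminescence from enzymatic CDP-Star hydrolysis. Doses: test compounds delivered from DMSO solution.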
mIAP inh = mouse IAP inhibition; inhibition, % at 10 µM; purified mouse IAP, CDP-Star luminescence, 30 min; AID 2806; hit rate 0.2% among 330,000;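 active means inhibition of at least 40% at 10 µM in the primary screen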;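 further: plate controls were DMSO with enzyme for no effect and no enzyme wells for full effect; values of inactives mirror those of a sister screen read the other way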
TIM10 inh = growth inhibitors of TIM10 yeast strain; S. cerevisiae TIM10 strain growth, BacTiter-Glo luminescence, 24 h; inhibition, % at 10 µM; hit rate 1.4% among 330,000; AID 463195;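 active means inhibition of 40% or more at the single tested concentration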;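 further: wild-type TIM10 isogenic control strain grown at permissive 25 °C; 0% = DMSO yeast wells and 100% = minimal medium wells without yeast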
NLRP3 yeast inh = blocks the NALP3 inflammasome reconstituted in yeast. Yeast reconstituted NLRP3/ASC/caspase-1, beta-gal luminescence, 24 h. inhibition, % at 10 µM. hit rate 0.39% among 330,000;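 active means inhibition of 50% or more; inactive means inhibition below 50%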;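 further: plate controls were induced DMSO wells for no effect and uninduced yeast grown without galactose for full effect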
A3G deaminase = blocks human APOBEC3G single-stranded DNA deamination. recombinant A3G, ssDNA deamination FAM/TAMRA fluorescence. Q9HC16. AID 493012. inhibition, % at 20 µM. hit rate 0.28% among 330,000;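 active means inhibition of at least 40% at 20 µM, with no more than 30% in the related APOBEC3A deaminase screen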;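 further: plate controls were DMSO wells with A3G for no effect and wells lacking A3G enzyme for full effect; some compounds called inactive have numbers as strong as hits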
Target sequence (Q9HC16 whole entry, looked up): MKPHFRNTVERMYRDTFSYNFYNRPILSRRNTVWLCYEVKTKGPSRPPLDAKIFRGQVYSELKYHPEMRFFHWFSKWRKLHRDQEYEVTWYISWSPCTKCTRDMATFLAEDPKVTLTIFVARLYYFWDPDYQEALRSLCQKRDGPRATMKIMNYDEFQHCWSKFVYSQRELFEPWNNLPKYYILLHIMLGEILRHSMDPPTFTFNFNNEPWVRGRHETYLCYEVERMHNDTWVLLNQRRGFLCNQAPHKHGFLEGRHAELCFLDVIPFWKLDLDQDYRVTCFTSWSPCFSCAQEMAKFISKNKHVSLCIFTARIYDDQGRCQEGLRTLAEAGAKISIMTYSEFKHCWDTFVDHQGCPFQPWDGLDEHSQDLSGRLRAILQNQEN
tim10-1 inh = tim10-1 yeast growth inhibition; S. cerevisiae tim10-1 ts strain growth, BacTiter-Glo, 24 h; AID 463190; hit rate 2.2% among 330,000; inhibition, % at 20 µM;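 active means inhibition of at least 40%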;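 further: mutant grown at 25 °C; 0% = DMSO wells with yeast and 100% = wells holding no yeast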
APOBEC3A inh = inhibitors of human APOBEC3A DNA deaminase; inhibition, % at 20 µM; hit rate 0.41% among 330,000; recombinant A3A, FAM/TAMRA ssDNA deamination fluorescence; AID 493011; P31941;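 active means at least 40% inhibition at 20 µM here, with at most 30% in a related deaminase screen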;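 further: plate controls were A3A with DMSO for no effect and wells lacking A3A enzyme for full effect; some results filed as inactive read as strong as hits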
Target sequence (P31941 whole entry, looked up): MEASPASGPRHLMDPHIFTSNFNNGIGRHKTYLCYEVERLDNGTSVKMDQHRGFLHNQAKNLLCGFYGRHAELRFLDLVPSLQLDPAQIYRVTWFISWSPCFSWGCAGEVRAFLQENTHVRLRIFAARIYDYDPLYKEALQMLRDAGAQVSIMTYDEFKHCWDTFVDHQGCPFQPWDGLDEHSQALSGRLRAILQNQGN
hIAP inh = blocks human intestinal alkaline phosphatase | inhibition, % at 10 µM | purified IAP, CDP-Star luminescence, 30 min | P09923 | AID 2544 | hit rate 0.12% among 330,000;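 active means inhibition reaching a set limit with compound at 10 µM in the primary screen, cut at about 35% in these data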;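 further: plate controls were DMSO wells with enzyme for no effect and no-enzyme buffer wells for full effect; values of inactives mirror those of a sister screen read the other way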
MIN6 prolif = inducers of beta-cell replication in MIN6 cells; MIN6 cells proliferation, ATPlite luminescence, 48 h; cells starved in 0.2% serum; 100% = growth in 10% serum; proliferation, % at 10 µM; hit rate 0.29% among 330,000; AID 2380;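 active means compounds whose signal lies at least 3.5 SD above the mean of all wells on their plate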;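 further: 0% = DMSO-treated cells in low-serum medium and 100% = 10% serum control; some compounds called inactive have numbers as strong as hits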
Active calls of the source: *.

Molecule	mIAP activ	mIAP inh	TIM10 inh	NLRP3 yeast inh	A3G deaminase	tim10-1 inh	APOBEC3A inh	hIAP inh	MIN6 prolif
O=C(CSC1=NS(=O)(=O)c2cc(Cl)ccc2N1)Nc1ccccc1F	0.97	3	20	7	-1	-2	1	-13	-1
CC(=O)OCC12COC3c4ccccc4OC(C)(CC1C)C3C2C (stereo not given)	1	-2	10	6	0	18	4	-7	-2
Oc1ccc(Cn2ccnc2)c2cccnc12	0.95	5	20	11	-1	29	5	-42	2
Cc1ccc2nc(Cl)c(C#N)cc2c1	1.1	-5	2	-16	-8	11	-2	-4	0
COc1ccc(N/C(=N/c2nc(C)cc(C)n2)NC(=O)Nc2ccc(Cl)c(Cl)c2)c(OC)c1	1	-1	-4	-2	-2	19	2	-17	3
CC1CC(OCC(O)C[N+]2(C)CCOCC2)CC(C)(C)C1 (stereo not given)	1	-3	-5	-10	18	0	62*	4	-2
COc1ccc(C(=O)OCC(=O)Nc2ccc(OC)c(S(=O)(=O)N3CCCCC3)c2)cc1[N+](=O)[O-]	1	-2	-3	8	-6	-2	-1	-13	-3
O=C(COc1ccc2c3c(c(=O)oc2c1)CCCC3)NCCCn1ccnc1	1	-2	-6	-4	-2	-2	0	-21	-1
O=S(=O)(c1ccc2ccccc2c1)N1CCN(C2CCN(Cc3ccccc3)CC2)CC1	1	-3	0	30	5	5	7	6	-4
Cc1ccc(OCC(=O)NNC(=O)c2ccc3c(=O)n4c(nc3c2)CCC4)cc1	0.99	1	1	0	-2	0	4	-29	0
CC(C)CNC(=O)c1cc(-c2ccc3c(c2)OCO3)on1	1	-4	5	33	-2	19	5	0	-2
CNC(=O)COc1coc(CN2CCN(c3ccccc3OC)CC2)cc1=O	0.89	11	11	-4	2	-5	-2	-2	0
O=C(/C=C/c1c(Cl)nc2ccccn12)N1CCCCC1	1	-4	5	10	-5	12	-2	-9	2
Cc1c(C)[n+](=O)c(-c2cccs2)c(C)n1[O-]	0.89	11	-1	16	-2	9	-1	34	-1
O=S(=O)(Nc1ccc2c(c1)OCCO2)c1cnc[nH]1	0.93	7	13	-18	-2	-12	-2	-11	-1
COc1cc2c(cc1OC)C(c1cc(OC)c(OC)cc1[N+](=O)[O-])N(C(C)=O)CC2 (stereo not given)	0.92	8	0	15	-3	6	-5	6	-3
CCOc1cc(/C=C/c2ccc3cccc([N+](=O)[O-])c3n2)cc(Cl)c1O	0.74	26	2	8	-6	3	1	28	-3
COC(=O)C1(C(F)(F)F)N=C(C(F)(F)F)Nc2ccc(Cl)cc21 (stereo not given)	1	-5	6	15	-2	0	0	2	-2
COc1cc2c(C#Cc3cccnc3)c(-c3ccsc3)oc(=O)c2cc1OC	1.1	-7	2	11	-11	1	1	-2	2
COc1ccc(S(=O)(=O)n2nc(OC(=O)c3cccs3)cc2N)cc1	0.83	17	44*	-18	54*	45*	6	3	-1
NC(=S)N=Nc1c(O)[nH]c2cc(F)c(F)cc12	0.67	33	18	21	-7	13	-2	-28	1
COc1ccc(C(CC(=O)NC(C)c2ccc(-c3ccccc3)cc2)NC(C)=O)cc1 (stereo not given)	1.2	-16	15	8	0	7	5	-24	-1
COc1ccc(C(=O)Nc2ccc(CN3CCS(=O)(=O)CC3)cc2)cc1	1.1	-12	-15	6	-8	-13	-3	-4	-2
CCOCc1cnc(C)nc1NCC(=O)c1c(C)[nH]c2ccccc12	1	-2	6	7	19	13	36	-9	1
Cc1cccc2c1NC(=O)C21OCC(CO)([N+](=O)[O-])CO1 (stereo not given)	0.96	4	-6	9	0	4	0	14	6
CCCOc1ccc(C(=O)Nc2ccc3c(c2)OCO3)cc1	0.96	4	-1	14	-1	-3	1	2	-5
O=C(NCc1cccnc1)c1ccc(Cl)c(S(=O)(=O)N2CCCCCC2)c1	0.93	7	-19	9	-5	-20	-2	0	3
Cc1ccc(CNC(=O)C2CNc3cc(C)ccc3O2)cc1 (stereo not given)	1	-3	6	11	-4	13	-2	-8	-3
O=C(NCc1nnc(SCc2ccccc2)n1-c1ccccc1)C12CC3CC(CC(C3)C1)C2	1.1	-15	37	11	-7	23	-2	-21	-2
CCOc1ccc(OCCOC(=O)C2CCN(S(=O)(=O)c3ccc(C)c(C)c3)CC2)cc1	0.99	0	4	12	-6	1	1	-5	7
COc1ccccc1CNC(=O)CCNC(=O)c1ccco1	0.94	6	-1	21	-7	-6	1	1	-1
CCOC(=O)c1cnc2c(OC)cccc2c1N1CC(C)CC(C)C1 (stereo not given)	0.91	9	28	6	-7	42*	1	21	-6
C=CC[C@]12CC=CC(=O)[C@@]1(O)O[C@H](c1ccc(OC)c(OC)c1)[C@H]2C	0.88	12	42*	21	-5	50*	4	-8	-4
CC1CC(C)CN(CCCNC(=O)c2ccc(CNS(=O)(=O)c3ccc(F)cc3)cc2)C1 (stereo not given)	1	-1	8	3	1	-13	0	18	-1
O=C(c1cnn(-c2ccc(Cl)cc2)c1)c1ccccc1O	1.1	-7	-12	7	-4	8	-5	-3	-4
O=C(Cn1cnc([N+](=O)[O-])n1)NCc1ccccc1	1.2	-18	10	20	4	22	-5	-16	-2
CC(C)C(C(=O)O)N1CCS(=O)(=O)CC1 (stereo not given)	0.95	5	14	5	-6	-1	-1	22	-1
Cc1ccc(NC(=O)NC(=O)CSc2n[nH]c(N)n2)c(C)c1	0.85	15	-3	7	-7	14	6	-32	-1
C=CCOc1ccc(/C=C\c2nc(O)c([N+](=O)[O-])c(=O)[nH]2)cc1OCC	0.93	7	2	12	-5	-9	3	5	-1
CCCCCC(=O)Nc1ccc(C(=O)COC(=O)CN2C(=O)NC3(CCCC3)C2=O)cc1	0.95	5	-5	18	-8	4	-1	4	3
Cc1ccc(CN/C=C/C(=O)c2ccc(Br)cc2)cc1	0.93	7	11	28	-8	19	-6	-9	-2
COc1cc(/C=N\NC(=O)c2ccc(Cl)cc2)ccc1Oc1ccc([N+](=O)[O-])cn1	1	-2	5	4	15	-5	48*	-19	-2
COCCCNc1nc2nonc2nc1N1C[C@H]2CC[C@H]1C2	0.94	6	-12	18	-5	2	1	2	2
CCn1c(/C=C/Nc2ccccc2)[n+](CC)c2ccc(C(=O)OCC(F)(F)F)cc21	0.97	3	10	-3	20	-10	33	-3	0
O=C(Nc1ccc(N2CCCC2)cc1)c1cc(Br)ccc1Cl	0.82	18	-10	14	-5	3	-3	9	-2
CC(C)Sc1nnc(Nc2ccccc2)s1	0.99	1	4	44	3	18	2	-3	-1
CCOC(=O)C1(Cc2ccc(Cl)cc2)CCN(C(C)Cc2ccc(O)c(OC)c2)CC1 (stereo not given)	0.95	4	1	22	-2	18	-1	-4	-5
C/C(=N\NC(=O)CNC(=O)c1ccccc1F)c1ccco1	0.98	2	6	21	-6	-11	2	-14	2
CCOC(=O)C1(C)NC(c2ccccc2F)C2C(=O)N(c3cccc(C(C)=O)c3)C(=O)C21 (stereo not given)	0.91	9	13	-8	-6	18	-2	-8	0
COc1ccc(NC(=O)CNc2ccc(C#N)cc2)cc1	0.98	2	1	9	0	0	32	-10	-2
NC(=S)NNc1ccc(Cl)c(Cl)c1	0.79	21	8	8	1	0	-2	7	-4
CCN(CCNC(=O)C1CCN(c2nnc(-n3cccc3)s2)CC1)c1ccccc1	1	-5	5	22	-2	16	-1	-8	-1
O=[N+]([O-])c1ccc(N2CCN(Cc3ccccc3)CC2)s1	0.82	18	-2	23	-4	19	-4	24	-2
Cc1ccccc1C(=O)NNC(=O)C(=O)Nc1cccc(Cl)c1C	0.93	7	-5	2	-8	26	-3	-77	0
Cc1ccsc1C(=O)N1CCN(c2ncccn2)CC1	1.1	-7	5	14	-1	0	2	-9	-3
COc1ccc(CNCc2ccc(OC)c3ccccc23)cc1	0.91	9	4	18	-5	15	1	-12	2
CN(CCOc1ccc(Cl)cc1)C(=O)c1ccc(S(=O)(=O)N2CCOCC2)cc1	0.94	6	11	17	-6	32	-1	-27	-3
O=C(Nc1ccc(Cl)cc1)N1CCOCC1	1.1	-12	6	19	-1	8	2	2	3
COc1cccc(NC(=O)CN(C)C(=O)Cn2c(=O)oc3ccccc32)c1	0.97	3	4	7	-7	-4	0	-10	1
COc1ccc(C(=O)NCc2ccc3c(c2)OCO3)cc1	0.97	3	-23	0	-5	-4	3	-3	-2

(continued)
Molecule	mIAP activ	mIAP inh	TIM10 inh	NLRP3 yeast inh	A3G deaminase	tim10-1 inh	APOBEC3A inh	hIAP inh	MIN6 prolif
COc1ccc([C@H]2CC(=O)C=C(/C=C/c3ccccc3)C2)cc1	0.99	1	-2	14	-7	-4	3	13	-3
COc1ccc(S(=O)(=O)N2CCOCC2)cc1NC(=O)c1ccc(-n2nc(C)cc2C)cc1	0.94	6	-24	0	-3	-6	-2	-12	1
O=C1CC(N2CCN(c3ncccn3)CC2)C(=O)N1CCc1ccccc1 (stereo not given)	1.1	-15	27	-1	1	3	0	-12	-1
O=C1C2C3C=CC(CC3)C2C(=O)N1/N=C/c1ccco1 (stereo not given)	0.91	10	7	2	-11	-1	-4	19	-3
O=C(NCCOc1ccccc1)c1cncc(Br)c1	1	0	3	3	1	-2	2	16	-3
Clc1ccc(-c2csc(-c3cccnc3)n2)s1	0.99	1	18	-31	-7	28	-3	-7	0
O=c1c(N2CCOCC2)nsn1Cc1ccccc1	1.1	-6	11	5	-9	-4	-4	5	-2
O=S(=O)(Nc1cccc2[nH]ncc12)c1cccs1	1	-1	11	-8	-3	10	-2	2	0
CN(CCC#N)C(=S)Nc1ccc(Oc2ccccc2)cc1	0.92	8	16	-1	-6	5	-3	-16	-1
Cc1ccc(/C=C2\C(=N)N3N=C(CC(=O)N4CCCCC4)SC3=NC2=O)cc1	0.94	6	10	-5	-3	1	-1	5	-1
CC(C)c1ccc(C(O)c2cnc(C(C)C)n2C)cc1 (stereo not given)	0.92	8	4	32	6	12	1	6	2
CC1Cc2ccccc2N1C(=O)c1ccc(F)c(S(=O)(=O)N2CCOCC2)c1 (stereo not given)	1	0	-2	-3	-10	6	-4	-4	-3
Cc1ccc(-c2nn(-c3ccccc3)cc2/C=C/C(=O)OCC(=O)NC2CC2)o1	1.1	-10	11	4	-9	-10	-1	-4	-3
Cc1ccc(C2=NNC(c3ccc(Cl)cc3)=Nc3ccccc32)o1	0.93	7	21	7	12	24	1	14	-4
Cc1cccc(NS(=O)(=O)c2ccc(C(=O)NCC(C)(C)N3CCOCC3)cc2)c1C	1	0	1	-2	-3	-4	0	20	-5
COC(=O)C1=C(C)N(Cc2ccc3c(c2)OCO3)C(=O)C1	1.1	-6	-9	23	-5	-8	-2	-7	-1
Cc1cccc(NC(=O)C2C3CCCCC32)c1 (stereo not given)	1.1	-7	-5	25	-6	3	-1	-33	-3
CC(C)(C)C(=O)Cn1nnc(-c2ccc(C(F)(F)F)cc2)n1	0.96	4	7	21	-2	11	0	4	0
CCCCCCCCCCS(=O)(=O)N/N=C/c1ccc(O)cc1	0.9	10	21	50*	-3	31	1	7	-6
Cc1onc(-c2ccccc2)c1-c1nnc(-c2ccccc2C(F)(F)F)o1	1.1	-12	0	15	-3	30	-4	8	1

Source: PubChem (Sanford-Burnham Center for Chemical Genomics)
